High-throughput results from PubChem.
12-LOX inh – blocks human arachidonate 12S-lipoxygenase | purified 12hLO, xylenol orange hydroperoxide absorbance | Potency, µM (top dose mostly 108 µM), for inactives: at the top dose activity change, negative = inhibition, usual class: inhibitors | hit rate 1.1% among 580,000; active = well fitted inhibition curve with a large enough effect; inconclusive = small, poorly fitted or top-dose-only effect, or another doubt; inactive = no such curve, though single readings can be large or run the other way
Target sequence (P18054 whole entry, looked up): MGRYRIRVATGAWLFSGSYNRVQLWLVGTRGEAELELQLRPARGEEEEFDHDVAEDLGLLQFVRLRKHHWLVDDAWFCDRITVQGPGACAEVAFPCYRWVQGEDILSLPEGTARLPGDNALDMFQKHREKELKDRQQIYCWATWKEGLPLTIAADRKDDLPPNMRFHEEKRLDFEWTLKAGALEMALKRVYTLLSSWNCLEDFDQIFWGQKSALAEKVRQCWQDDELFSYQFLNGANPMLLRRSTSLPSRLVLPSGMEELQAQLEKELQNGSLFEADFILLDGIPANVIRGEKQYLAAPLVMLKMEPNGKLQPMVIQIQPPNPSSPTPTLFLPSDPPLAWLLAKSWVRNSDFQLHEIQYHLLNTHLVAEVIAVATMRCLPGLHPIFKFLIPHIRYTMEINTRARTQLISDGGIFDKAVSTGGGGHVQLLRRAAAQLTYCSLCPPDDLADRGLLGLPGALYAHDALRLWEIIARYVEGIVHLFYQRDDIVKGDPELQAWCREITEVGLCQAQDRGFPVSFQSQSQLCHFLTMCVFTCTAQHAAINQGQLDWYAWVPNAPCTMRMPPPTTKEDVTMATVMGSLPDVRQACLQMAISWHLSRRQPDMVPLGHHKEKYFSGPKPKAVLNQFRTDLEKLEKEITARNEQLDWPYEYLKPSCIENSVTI
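Purified human 12hLO (150 nM final) in 25 mM Hepes, 0.01% Triton X-100, pH 7.0 was preincubated 15 min at room temperature with compound. Then 40 uM arachidonic acid was added, 30 min. Hydroperoxide was read by Fe-XO absorbance ratio 573/405 nm.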
The depositor's hits bear a star; ? = inconclusive; & = joins results of further samples; [ ] = remark or other dose. % is set by controls: 0 for no effect and ±100 for the full control effect; potency is the fitted concentration of half-maximal effect.

SMILES,12-LOX inh
COc1cc(NC(=O)c2ccc3ccccc3n2)cc(OC)c1,-20.6%
CC(CCc1ccccc1)NC(=O)C(=O)NCc1n[nH]c(=O)c2ccccc12 (stereo unspecified),-0.9%
O=C(N[C@H](Cc1ccccc1)C(=O)NCc1ccc(OC(F)(F)F)cc1)[C@H]1O[C@@H](n2ccc(=O)[nH]c2=O)[C@H](O)[C@@H]1O,0.1%
CCn1nc(CC(C)C)cc1C(=O)N(C)Cc1noc2c1CCCC2,7.9%
COCCNC(=O)[C@@H]1C[C@@H](O)CN1C1CCN(C(=O)Cc2ccccc2)CC1,37.5%[activator]
CNC(=O)c1ccc2c(c1)NC(=O)CS2,?
Cc1ccc(C2Cn3nnc(-c4noc(-c5ccc(F)cc5)n4)c3CO2)cc1 (stereo unspecified),33.0%
O=c1oc2ccc(Cl)cc2cc1-c1nc(-c2ccccc2)cs1,?
CCn1nccc1C(=O)N1CCC2(CC1)CC(OCCOC)CCO2 (stereo unspecified),23.0%
CCNc1nc(-c2sc(NC(=O)C(C)(C)C)nc2C)c(-n2cc(-c3ccccc3)nn2)s1,?
COC1CCCOC12CCN(C(=O)CCn1c(C)nc3ccccc31)CC2 (stereo unspecified),14.0%
COc1ccccc1CN1CCCn2nc(C)c(-c3cnccc3C)c21,?
COCCNC(=O)NC(=O)Cn1nc(C(=O)O)c2ccccc2c1=O,35.4%[activator]
COc1ccc(NC(=O)N[C@@H]2C=C[C@@H](c3c(C)nn(CCC#N)c3C)C2)cc1,?
O=C(O)c1cccc(C2CCCN(C(=O)CCn3nnc4ccccc43)C2)c1 (stereo unspecified),36.6%
c1ccc(-c2nnc3ccc(NCc4cccs4)nn23)nc1,32.9%[activator][176 µM]
CCN(CC)CC(C)OC(=O)c1cccc(F)c1 (stereo unspecified),-16.5%
CC(c1ccccc1)N(C)C(=O)CSc1nc2ccccc2o1 (stereo unspecified),11.4%
CCN(C)C1CN(Cc2cn(Cc3ccc(OC)cc3)nn2)S(=O)(=O)C1 (stereo unspecified),?
Cc1cc(C)c(NC(=O)CN2CCN(c3ccccc3)CC2)c(Cl)c1,6.9%

Brought forward from above: six entries, followed by the next part.
SMILES,12-LOX inh
O=C(O)c1cccc(C2CCCN(C(=O)CCn3nnc4ccccc43)C2)c1 (stereo unspecified),36.6%
c1ccc(-c2nnc3ccc(NCc4cccs4)nn23)nc1,32.9%[activator][176 µM]
CCN(CC)CC(C)OC(=O)c1cccc(F)c1 (stereo unspecified),-16.5%
CC(c1ccccc1)N(C)C(=O)CSc1nc2ccccc2o1 (stereo unspecified),11.4%
CCN(C)C1CN(Cc2cn(Cc3ccc(OC)cc3)nn2)S(=O)(=O)C1 (stereo unspecified),?
Cc1cc(C)c(NC(=O)CN2CCN(c3ccccc3)CC2)c(Cl)c1,6.9%
COc1ccc(N(Cc2cccs2)S(=O)(=O)c2ccc3c(c2)oc(=O)n3C)cc1,-40.6%
NC(=S)N/N=C/c1cccc([N+](=O)[O-])c1,-10.6%
O=C(CCc1ncc(-c2ccc(F)cc2F)o1)N1CCc2ccccc21,1.9%
COCCc1noc(C2CNC2)n1,40.7%[activator]
CC[C@@]1(O)CCN(CC(=O)NCc2cc(C(=O)O)ccc2C)C[C@H]1O,?
O=C(CCC1CCCN(Cc2cc3ccccc3s2)C1)Nc1ccccc1F (stereo unspecified),0.2%
COc1ccc(CN2CC3(COCC2=O)CN(c2ccccc2)C3)cc1F,?
Cc1cc(C)c(/C=N/NC(=O)c2ccccc2)c(C)c1,-20.9%
CCNC(=O)C1Cc2cc(S(=O)(=O)N(CC)CC)ccc2N1C(C)=O (stereo unspecified),-5.6%
CCOc1ccc(CC(=O)N2CCC(C3CCNC3)CC2)cc1OCC (stereo unspecified),-3.4%
Cc1nn(CC(=O)N2CCCCC2)c(C)c1S(=O)(=O)NC(C)(C)C,-3.7%
COc1ccc2c(Cl)c(C(=O)OCC(=O)Nc3ccccc3F)sc2c1Cl,-7.2%
O=C(Cc1c(F)cccc1Cl)N1CC=C(c2c[nH]c3ncccc23)CC1,-20.8%
S=C1NC2(CCCCC2)N=C1c1ccc(Cl)cc1,9.9%
O=C(O)c1ccc(CN[C@@H]2CO[C@H](CNC(=O)c3ccccc3)[C@H]2O)cc1,?
O=C(c1cccnc1)C1CCCN(Cc2ccc3c(c2)CN(C(=O)c2cnccn2)CCO3)C1 (stereo unspecified),10.5%
CCCCc1cc(=O)oc2c(C)c(OCC(=O)NCc3ccncc3)ccc12,-19.0%
Cc1ccc(C(=O)N2CCCN(S(=O)(=O)c3ccccc3)CCC(=O)NCC2)s1,28.8%
CCc1ccc(CN2CCN(c3ccc(C(N)=O)cn3)CC2)nc1,40.5%[activator]
Cc1ccc(-c2[nH]ncc2CN2C[C@@H](CO)[C@H](c3ccccn3)C2)cc1,-16.8%

Additional structures:
SMILES,12-LOX inh
Cc1ccc(NC(=O)CC2CCCN(c3cnn(C)c(=O)c3)C2)cc1 (stereo unspecified),35.0%
CSc1nc(N)c2c(n1)NC1=C(C(=O)CC(C)(C)C1)C2c1ccc(F)cc1 (stereo unspecified),-40.3%
CSc1cccc(NC(=O)NCc2ccc(Cl)cc2Cl)c1,5.1%
CC(C)CCOc1cccc(N)c1,?
O=C1CCCCC(C(=O)NCc2ccco2)N1 (stereo unspecified),17.4%
CCCCCC(=O)Nc1ccc(-c2nc3cc(OC)ccc3o2)cc1,?
Cc1cccc(OCc2cccc(C(N)=O)c2)c1,?
Cc1cc(C)c2oc(C(=O)Nc3nnc(C)s3)cc(=O)c2c1,-26.5%
CCc1ccc(C(=O)N2CCC3(CC2)OCC(C(=O)N2CCCC2)N3C(=O)c2cccc(C)c2)cc1 (stereo unspecified),28.4%
COc1ccc(C(=O)N2CCC[C@@]3(CCN(C(=O)NC(C)C)C3)C2)cc1,4.7%[57.4 µM]
O=C(O)CCn1cc(C(C(=O)O)N2CCN(Cc3ccccc3)CC2)c2ccc(F)cc21 (stereo unspecified),?
Cc1nc(CC(=O)NCC2Cc3cc(F)cc(-c4ccc(F)c(C)c4)c3O2)cs1 (stereo unspecified),-9.7%
CCc1ccc(NC(=O)c2cc(=O)c3ccccc3o2)cc1,25.6%
COc1ccc(-c2noc([C@@H]3C[C@@H](O)CN3Cc3cccs3)n2)cc1,?
CCOc1ccccc1NC(=O)CCn1ccn2nc3c(c2c1=O)CCCC3,10.3%
CC(=O)N1C[C@H](NC(=O)c2cccc(C)c2Cl)[C@@H](C(C)C)C1,18.5%
Cc1c(C(=O)Nc2nccs2)nnn1-c1cccc(C(F)(F)F)c1,2.3%
CCN1CCN(Cc2cc(C)cc(CN(C)Cc3ccccn3)c2C)CC1,31.1%[activator]
CSCC(=O)NCc1sccc1C,22.7%
O=C(NC/C(=N/NC(=O)c1cccnc1)c1ccccc1)c1ccccc1,2.1%

Additional structures follow.
SMILES,12-LOX inh
CCOc1ccccc1C(=O)N1CCCn2ccnc2C1CC (stereo unspecified),12.1%
c1cn(-c2ccc(-c3nc(C4CCOC4)no3)cc2)cn1 (stereo unspecified),4.6%
CCCCCCCOc1ccc(/C=C/c2ccc(CCCCCCC)cn2)cc1,42.9%[activator]
Cc1ccc(CNC(=O)NCC(C)N2CCOCC2)s1 (stereo unspecified),16.7%
Cc1ccc(-c2nocc2CCC(=O)N2CCN(c3ccccc3F)CC2)cc1,0.9%
COc1ccccc1Nc1nc(N)c(C(=O)c2cc(C)c(C)cc2C)s1,?
c1ccc(Cc2nnc([C@H]3CCN(CC4CCCCC4)C3)o2)cc1,89.2%[activator][176 µM]
O=C(Cn1ccn2nc3c(c2c1=O)CCCCC3)Nc1ccc(F)c(F)c1,-4.6%
CC1(c2noc(C3CC3)n2)CCN(C(=O)CCCc2nc3ccccc3s2)CC1,8.2%
CCCCCC1CCCC(=O)O1 (stereo unspecified),-4.4%[176 µM]
Cc1oc(C(C)C)cc1C(=O)N1CC[C@](C)(O)[C@@H](O)C1,44.1%[activator]
CC(C)(C)C1CCc2onc(C(=O)N3CCCC3)c2C1 (stereo unspecified),4.9%
CCCc1nc(C)n2ccn(Cc3cccc(C#N)c3)c(=O)c12,38.0%[activator]
COc1ccc(C(C)=O)cc1COC(=O)C1(c2ccc(Cl)cc2)CCCC1,-20.7%
CCCn1c(=O)[nH]c(=O)c2c1nc(-c1ccc(C)cc1)n2CCN1CCOCC1,-4.5%
Cc1ccc(-c2ncc(NC(=O)c3ccccc3F)cn2)cc1,13.7%
COc1ccc(OC)c(C(=O)N2CCc3c(cnc(C)c3CNS(=O)(=O)N(C)C)C2)c1,?
O=C(CCc1ncc(-c2ccc(Cl)cc2)o1)N1CCSCC1,35.7%
CC(=O)N1CCN(C(=O)CSc2nnc(Nc3ccc(C)cc3C)s2)CC1,?
Cc1cccc(C(C)C)c1NC(=O)CSc1ncnc2ccccc12,5.8%

(next part)
SMILES,12-LOX inh
COc1ccc(S(=O)(=O)N[C@H]2C[C@H]3C(=O)NC[C@@H](CCC(=O)N4CCc5ccccc54)N3C2)cc1,59.0%[activator]
CCCN1CC2(CCN(C(=O)c3ccc(C)nc3)CC2)CC1C(=O)O (stereo unspecified),56.2%[activator]
C/C=C/Cn1c(SCC(C)C)nc2c1c(=O)[nH]c(=O)n2C,?
O=C(NC1CCCC1)c1nc(-c2ccco2)oc1-c1ccccc1,?
COc1ccccc1-c1cn2c(n1)CO[C@@H](CNC1CCCC1)C2,65.8%[activator][176 µM]
c1ccc(-c2cc(Cn3cc(-c4cncnc4)nn3)on2)nc1,6.7%
Cc1ccc(C)c(S(=O)(=O)N2CCCC(CO)(Cc3cccc(Cl)c3)C2)c1 (stereo unspecified),-1.3%
CCNCc1ccc(-c2ccccc2F)o1,?
COCC(=O)N1CCC2(CC1)CCN(C(=O)Nc1ccc(OC)cc1)CC2,-5.2%[57.4 µM]
O=C(CSc1ncc(-c2ccc(F)cc2)o1)Nc1ccc(Cl)cc1,?
COCCCNC(=O)C[C@@H]1C[C@@]2(C(=O)OC)CCCCC=C2N(Cc2ccc(Cl)cc2Cl)C1=O,0.0%
CC(C)n1c(SCc2ccc(F)cc2)nc2c1c(=O)n(C)c(=O)n2C,7.3%
O=C(NC1CCCCCC1)C1CCC(Cn2cnnn2)CC1 (stereo unspecified),53.3%[activator]
Cc1oc2cc(OCC(=O)NC3CC3)ccc2c(=O)c1-c1ccc(Cl)cc1,-5.2%
CN(CC(=O)N1CCN(c2oc(-c3ccco3)nc2C#N)CC1)Cc1ccc(C(F)(F)F)cc1,?
CCC(=O)N(C1CCOCC1)C1CCN(S(=O)(=O)c2ccccc2Cl)CC1,3.9%
CC(c1cccs1)N(C)Cc1ccc(C(F)(F)F)cc1 (stereo unspecified),105.0%&10.9%[activator][176 µM]
O=C(CC1CCCC1)N1CCC(Cc2nc(-c3ccc(F)cc3)no2)CC1,31.4%
O=C(CCC1CCCC1)NCc1nnc2c(-c3nc(C4CC4)no3)cccn12,40.6%[activator]
Cn1c([C@H]2CCN(Cc3ccc4c(c3)OCO4)C2)nc2ccccc21,30.5%[activator][176 µM]

Going on with the list.
SMILES,12-LOX inh
CN(C)S(=O)(=O)c1ccc(N2CCCCC2)c(C(=O)N2CCCc3ccccc32)c1,-10.7%
CCN1c2cc(C(=O)N3CCN(c4ccccn4)CC3)ccc2C(=O)N2CCCCC21 (stereo unspecified),11.5%
CC1=C(C(=O)N2CCCCCC2)CC(CC(=O)NCCN2CCOCC2)C(=O)N1CCC1=CCCCC1 (stereo unspecified),1.2%
COc1cc(=O)n2c(c1C(=O)NCC1CCOc3ccccc3C1)CCNCC2 (stereo unspecified),?
COc1cccc(-c2cn3c(n2)N(C(=O)c2cnccn2)CCC3)c1,51.9%[activator]
C=C(C)COc1cccc(C(=O)Nc2ccccc2)c1,-59.2%
CCOC(=O)[C@]12CCCC=C1N(Cc1ccccc1)C(=O)[C@H](CC(=O)N1CCC(c3ccccc3)CC1)C2,12.2%
Cc1noc([C@@H]2CN(C(=O)Cn3c(=O)oc4ccccc43)C[C@H]2C(N)=O)n1,5.8%
Cc1nonc1C1CCCN1C(=O)c1cn(Cc2ccccc2F)nn1 (stereo unspecified),30.4%
O=S(=O)(Nc1cccc2c1CCCC2)c1cccc(F)c1,-11.3%
O=C(NCc1ccc(OC(F)(F)F)cc1)N1CCc2nc3cc[nH]n3c(=O)c2C1,19.8%
O=C(NCCc1nc(-c2cccnc2)n[nH]1)C1CCC(=O)N(C2CCCC2)C1 (stereo unspecified),6.8%
Cc1cc(CSc2nnc(-c3cccnc3)n2Cc2ccccc2)no1,-6.7%
COCC(=O)N1CCC[C@@]2(CCN(C(c3ccccc3)c3ccccc3)C2)C1,2.1%[57.4 µM]
CS(=O)(=O)c1ccc2nc(NC(=O)COc3ccc(F)cc3)sc2c1,?
CCc1ccccc1NC(=O)CN(C)C(=O)c1cc2ccc(F)cc2nc1C,-2.3%
COc1ccc(NC(=O)C2CC(=O)N(c3n[nH]c4ccccc34)C2)cn1 (stereo unspecified),49.9%
O=C1COCCN1C1CCN([S+](=O)([O-])c2ccccc2)CC1,9.3%[6.33 µM]
CC1(C(=O)N2CCC(N3CCCC(C(=O)NCc4ccccc4)C3)CC2)CC1 (stereo unspecified),44.7%[activator]

Copied from the list.
Entry of O=S(=O)(Nc1cccc2c1CCCC2)c1cccc(F)c1 under 12-LOX inh: -11.3%
Entry of CC(c1ccccc1)N(C)C(=O)CSc1nc2ccccc2o1 (stereo unspecified) under 12-LOX inh: 11.4%
Entry of Cc1oc(C(C)C)cc1C(=O)N1CC[C@](C)(O)[C@@H](O)C1 under 12-LOX inh: 44.1%[activator]

A portion of the library, so the mix of outcomes need not match the whole.
